High-throughput results (PubChem)
D3 antag: D3 dopamine receptor (human) antagonism; D3R cells, DiscoveRx beta-arrestin luminescence, antagonist mode; stronger effect = lower value; max response, negative = inhibition, %; 2.5% of 360,000 active; in the data active means max response below about -50%; inconclusive means no clear call, values can overlap the other calls; further: on the % scale 0 is the no-effect control and ±100 the full control effect; mostly tested at two doses, the higher about 12 µM
Target sequence (P35462 whole entry, looked up): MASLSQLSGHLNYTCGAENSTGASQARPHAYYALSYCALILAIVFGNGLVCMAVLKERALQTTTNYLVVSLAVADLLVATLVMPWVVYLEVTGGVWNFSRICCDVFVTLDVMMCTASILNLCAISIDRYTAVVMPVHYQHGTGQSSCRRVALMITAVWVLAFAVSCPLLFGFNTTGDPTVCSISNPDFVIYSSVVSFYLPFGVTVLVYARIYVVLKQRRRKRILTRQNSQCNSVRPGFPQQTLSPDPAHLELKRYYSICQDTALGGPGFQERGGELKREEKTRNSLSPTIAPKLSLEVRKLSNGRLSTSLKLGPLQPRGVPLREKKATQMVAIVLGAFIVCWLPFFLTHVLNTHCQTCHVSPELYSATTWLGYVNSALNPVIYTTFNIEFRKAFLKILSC
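Cells expressing the human receptor were seeded at 1500 cells/well, incubated overnight at 37 degrees C in 5% CO2, then exposed to library compounds with dopamine controls for 90 minutes at 37 degrees C before luminescent detection.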
PTHR1 agonist: activates the human parathyroid hormone receptor PTHR1. Q03431. HEK293 GP2 PTHR1 cells, GloSensor cAMP luminescence, 1 h. Potency, µM (series often up to 115 µM), without a hit: at the highest dose activation, hits mostly activators. 0.075% of 410,000 active. AID 743266; further: potency means the concentration at half of the fitted maximal effect; nearly all actives have a fitted effect of over 55% in size; some results filed as inactive show a strong effect at the top dose; inactives centre near -15; many of its hits are not listed in these tables
Target sequence (Q03431 whole entry, looked up): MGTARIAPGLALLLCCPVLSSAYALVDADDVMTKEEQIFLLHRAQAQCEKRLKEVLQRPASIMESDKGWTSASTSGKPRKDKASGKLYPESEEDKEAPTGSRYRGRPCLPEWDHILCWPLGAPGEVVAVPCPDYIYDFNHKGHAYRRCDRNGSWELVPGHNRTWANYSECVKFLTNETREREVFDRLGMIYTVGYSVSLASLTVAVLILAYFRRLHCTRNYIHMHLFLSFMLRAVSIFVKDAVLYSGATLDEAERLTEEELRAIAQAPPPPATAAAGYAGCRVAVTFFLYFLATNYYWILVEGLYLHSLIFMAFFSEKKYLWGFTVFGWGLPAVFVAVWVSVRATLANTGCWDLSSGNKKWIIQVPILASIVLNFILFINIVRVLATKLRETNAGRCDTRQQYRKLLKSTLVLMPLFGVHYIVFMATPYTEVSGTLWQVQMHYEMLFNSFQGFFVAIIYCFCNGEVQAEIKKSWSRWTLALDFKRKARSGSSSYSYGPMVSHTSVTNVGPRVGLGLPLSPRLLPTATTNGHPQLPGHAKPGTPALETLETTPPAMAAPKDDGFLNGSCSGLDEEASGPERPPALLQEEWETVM
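HEK-293-derived GP2 cells expressing PTHR1 and a GloSensor cAMP reporter, 3,000/well, plated overnight, given luciferin plus IBMX (each 0.5 mM as added) for 1 h at 37 °C, then compound for 1 h at 37 °C. Luminescence was read after 15 min at room temperature.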
EPAC2 antag: EPAC2 (human) antagonism. EPAC2 GEF exchange of Rap1B-BODIPY-GDP, fluorescence. Potency, µM (highest dose often 114 µM), inactives show top-dose activity, negative = inhibition, usual class: inhibitors. 0.18% of 360,000 active; further: potency means the concentration at half of the fitted maximal effect; on the % scale 0 is the no-effect control and ±100 the full control effect; nearly all actives have a fitted effect of over 45% in size; many of its hits are not listed in these tables
CCT chaperon mod: modulators of cytosolic chaperonin (CCT/TRiC) activity | purified chaperonin ATPase assay, HTRF ADP detection, 30 min | activity change, % (test concentration not listed), hits read low | 0.3% of 360,000 active; in the data active means activity change below about -30%; further: on the % scale 0 is the no-effect control and ±100 the full control effect
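ATPase activity: ADP formed was measured by HTRF Transcreener (665/615 nm ratio) after 30 min at 37 deg C with 10 uM ATP. Compounds screened at one 76 uM concentration against 40 or 20 nM TRiC in Tris pH 7.4/KCl/MgCl2/DTT buffer.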
EPAC2 agonist: activates human EPAC2 exchange factor. Q8WZA2. EPAC2 activation, biochemical qHTS; response scale: 100% = 6.5 mM cAMP response. Potency, µM (top dose mostly 154 µM), inactives show top-dose activation, usual class: activators. 0.079% of 360,000 active. AID 720711; further: potency means the concentration at half of the fitted maximal effect; nearly all actives have a fitted effect of over 50% in size
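Compounds were added across a concentration range to EPAC2 (100 nM), RAP1B-BODIPY-GDP (250 nM) and GDP (50 uM). After 5 min at room temperature, fluorescence was recorded at 5-min intervals for 30 min.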
Mm-Cpn inhibitor: blocks the Methanococcus maripaludis chaperonin Mm-Cpn; purified Mm-Cpn ATPase, ADP Transcreener TR-FRET; Potency, µM (top dose mostly 76.9 µM), inactives show top-dose activity, negative = inhibition, hits mostly inhibitors; 0.031% of 330,000 active; further: potency means the concentration at half of the fitted maximal effect; on the % scale 0 is the no-effect control and ±100 the full control effect; nearly all actives have a fitted effect of over 80% in size
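Inhibition of chaperonin ATP hydrolysis is measured as reduced ADP production, detected by competitive TR-FRET in which signal falls with ADP. Final enzyme 25 nM and ATP 10 uM, reacted 30 min at 37°C.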
DRD3 agonist: agonists of human D3 dopamine receptor. P35462. D3R DiscoveRx beta-arrestin cells, luminescence, 90 min. max activation, %. 0.58% of 410,000 active; in the data active means max activation above about 30%; further: 0% is about no effect; mostly tested at two doses, the higher about 12 µM
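Agonist-mode cell screen: cells plated at 1500/well and incubated overnight at 37 °C, then exposed to library compounds for 90 min at 37 °C. Detection reagent was added for 30–60 min at room temperature, and luminescence was read.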
pAkt inh: blocks phosphorylation of Akt; activity change, % for hits at 50 µM; AID 651550; 0.32% of 360,000 active; Neuro2A IGF-stimulated pAkt S473 HTRF, 20 min; stronger effect = lower value; in the data active means activity change below about -80%; inconclusive means mostly about -51% to -80%; further: on the % scale 0 is the no-effect control and ±100 the full control effect
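Neuro2A cells in DMEM with 0.5% FBS, overnight at 37 deg C, given compound at single 50 µM final, then IGF (6 nM final) for 20 min at 37 deg C. Lysed; phospho-Akt Ser473 by HTRF after 24 h, 665/615 ratio.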
Starred values were filed as active, the others as inactive; i = inactive; ? = inconclusive; . = not tested or not shown; & = joins results of further samples; [ ] = remark or other dose. Unless noted, the call rests on the fitted dose curve; in most records, active means well fitted curve in the direction sought with a large enough effect; inconclusive means small, poorly fitted or top-dose-only effect, or another doubt; inactive means no such curve, though single readings can be large; an effect the other way counts as inactive or inconclusive. Not all compounds are listed, so the mix of outcomes need not match the whole.

SMILES	D3 antag	PTHR1 agonist	EPAC2 antag	CCT chaperon mod	EPAC2 agonist	Mm-Cpn inhibitor	DRD3 agonist	pAkt inh
NC(=O)NC(=O)COC(=O)CN1C(=O)C2CCCCC2C1=O (stereo not given)	9	8%	8%	3.0	9%	-4%	-13	i
Cc1cc(C(=O)NC(=S)Nc2cccc(C(=O)O)c2C)ccc1[N+](=O)[O-]	?	i	-16%	-0.8	7%	-1%	-15	i
O=C(COC(=O)c1ccc(S(=O)(=O)N2CCCCC2)cc1)NCc1ccc(F)cc1	-1	-6%	3%	-2.5	-1%	-3%	-5	i
O=C(NCCO)c1cc2ccccc2c(=O)s1	13	-42%[inhibitor][57.5 µM]	8%	0.6	1%	0%	-3	i
COc1c(C)cccc1C(=O)NC(=S)Nc1ccccc1N1CCCC1	1	-8%	-6%	-0.9	11%	-4%	0	i
Cc1ccc(/C=N\NC(=O)Cc2cccn2C)o1	5	i	-6%	-1.4	2%	3%	2	i
COc1ccc(CNC(=O)C2CCN(S(=O)(=O)c3ccc4c(c3)CC(C)N4C(=O)C3CC3)CC2)cc1 (stereo not given)	-4	-3%	-13%	-0.7	-3%	1%	1	i
O=C(CNC(c1ccccc1)c1ccccc1)Nc1ccccc1-c1ccccc1	8	-12%	-9%	-2.5	-5%	0%	0	i
NC1=NC(=Nc2ccccc2)c2ccccc21	?	-23%	6%	-0.2	3%	0%	2	i
Cc1cccc2c(C(=O)N3CCN(c4ccccn4)CC3)cc(-c3cccc(Br)c3)nc12	-9	i	-11%	-5.5	-5%	-28%	10	i
O=C(c1ccc(Cl)c(S(=O)(=O)N2CCCC2)c1)N1CCN(c2ccccc2)CC1	12	-40%[inhibitor]	-2%	1.2	8%	2%	-1	i
O=C(NC(NCc1ccccn1)(C(F)(F)F)C(F)(F)F)c1ccco1	-18	i	9%	-0.5	-3%	-2%	6	.
CCOc1ccc(NC(=O)CN(C)C(=O)c2ccncc2)cc1OCC	1	i	-8%	0.3	-5%	2%	-3	i
COc1ccccc1C(=O)NCCC(=O)N1CCN(C(=O)c2ccco2)CC1	-12	-10%	4%	0.4	2%	0%	3	i
CCc1c(C)sc(NC(=O)CN2CCN(C(=O)c3ccco3)CC2)c1C(=O)OC	5	-37%[inhibitor]	?	0.2	-5%	-7%	4	i
Cc1ccc(C(=O)O/N=C\c2ccc(N3CCCCC3)c([N+](=O)[O-])c2)cc1	27	-33%[inhibitor][57.5 µM]	1%	0.3	6%	-1%	-9	i
CCOC(=O)c1cnc2c(c(C)nn2C)c1Oc1ccc(OC)cc1	2	-12%	-24%	-2.8	8%	1%	2	i
CCc1ccc(C(=O)COC(=O)CNC(=O)c2cccs2)cc1	5	-21%[57.5 µM]	-8%	-1.0	-2%	4%	-1	i
O=C(Nc1ccc(S(=O)(=O)Nc2ncccn2)cc1)c1cnc(Cl)c(Cl)c1	0	i	-3%	-6.5	7%	-30%	0	i
CN(C(=S)Nc1cccnc1)c1ccc(O)cc1	6	i	-2%	0.0	-2%	-3%	2	i
CC(C)N(C)Cc1nnnn1CC(=O)N(C)Cc1cccc(Cl)c1	1	-48%[inhibitor]	2%	-6.2	2%	-5%	-8	i
Oc1ccc(CNc2ccccc2F)c2cccnc12	10	-5%	6%&9%	0.2	-8%&-6%	-2%&0%	2	i
CCN(CC)c1ccc2cc(C(C)=O)c(=O)oc2c1	1	-5%	71%[activator]	2.3	?	0%	-7	i
COc1ccc(CNC(=O)C2CCCN2S(=O)(=O)c2ccc(F)cc2)cc1 (stereo not given)	16	-17%	0%	-6.0	4%	-2%	-2	i
O=C(NC(=S)NC1CCSC1=O)c1cccc([N+](=O)[O-])c1 (stereo not given)	?	-10%	9%	-3.4	-1%	0%	-16	i

2 of these compounds in a different format:
> CCc1c(C)sc(NC(=O)CN2CCN(C(=O)c3ccco3)CC2)c1C(=O)OC
  D3 antag: 5
  PTHR1 agonist: -37%[inhibitor]
  EPAC2 antag: ?
  CCT chaperon mod: 0.2
  EPAC2 agonist: -5%
  Mm-Cpn inhibitor: -7%
  DRD3 agonist: 4
  pAkt inh: i
> Cc1ccc(C(=O)O/N=C\c2ccc(N3CCCCC3)c([N+](=O)[O-])c2)cc1
  D3 antag: 27
  PTHR1 agonist: -33%[inhibitor][57.5 µM]
  EPAC2 antag: 1%
  CCT chaperon mod: 0.3
  EPAC2 agonist: 6%
  Mm-Cpn inhibitor: -1%
  DRD3 agonist: -9
  pAkt inh: i

Next part:
SMILES	D3 antag	PTHR1 agonist	EPAC2 antag	CCT chaperon mod	EPAC2 agonist	Mm-Cpn inhibitor	DRD3 agonist	pAkt inh
CCc1cccc(NC(=O)CCc2nc(-c3cccs3)no2)c1	-29	-13%	-18%	-1.0	20%	0%	-4	i
COCCn1cnc2c1c(=O)n(Cc1ccc(Br)cc1)c(=O)n2Cc1ccccc1	6	-33%	-14%	-0.6	16%	0%	-1	i
CC(C)Cc1c(O)nc(SCC(=O)Nc2ccc3c(c2)CCC3)[nH]c1=O	-6	i	-3%	2.4	6%	-3%	-6	i
CC1(C)C(=O)OC(c2ccco2)C(C)(C)C1=O (stereo not given)	16	i	-4%	-1.4	11%	1%	-3	i
CC(=O)Nc1cc(-c2ccccc2CN(C)C)cn2c(-c3ccc(F)c(Cl)c3)cnc12	7	-6%	-9%	-0.7	2%	.	-5	i
CCOC(=O)N1CCN(Cc2nc3cc([N+](=O)[O-])ccc3n2CC)CC1	-16	-5%	-3%	-3.2	0%	3%	2	i
O=C(CSc1nnc2ccccn12)c1ccc2c(c1)OCCO2	17	-35%[inhibitor]	2%	-1.8	0%	-4%	5	i
O=S(=O)(/N=C(/Nc1cccc2ccccc12)c1ccccc1)c1ccc(F)cc1	-2	i	-13%	0.9	18%	3%	2	.
O=C1OC(C(=O)Nc2ccccc2)Cc2ccccc21 (stereo not given)	-18	-56%	17%	1.6	-11%	-3%	-10	i
COc1ccc(-c2cc(C(=O)N3CCN(c4cccc(C)c4C)CC3)c3ccccc3n2)cc1OC	16	-13%	-5%	-4.6	4%	-12%	29	i
CCC(C)NC(=O)CC(NS(=O)(=O)c1ccc(C)cc1)c1ccc(OC)cc1 (stereo not given)	20	i	18%	0.0	2%	0%	6	i
CC1CCCC(C(=O)O)N1C(=O)CCSC(=O)c1ccccc1 (stereo not given)	8	i	5%	-0.8	3%	2%	10	i
Cc1ccccc1CSCCC(=O)NCCC1=CCCCC1	2	i	9%	2.0	7%	0%	-19	i
O=C(COC(=O)c1cccc(O)c1)c1ccccc1	-6	-47%[inhibitor]	-1%	0.8	-3%	0%	-1	i
O/N=C/c1ccc(OCC(O)COc2ccc(/C=N/O)cc2)cc1	12	-17%	18%	-2.7	3%	-2%	1	i
Cn1nc(SCc2ccccc2)c(=O)n(C(c2ccccc2)c2ccccc2)c1=O	-17	-41%[inhibitor]	-1%	-0.9	5%	.	-5	i
COc1cc(NC(=O)COc2ccccc2[N+](=O)[O-])ccc1NC(=O)c1cccs1	23	i	-3%	-2.4	-3%	3%	23	i
CCOc1ccccc1Nc1nc(N)nc(CSc2nccc(C)n2)n1	7	12%[57.5 µM]	12%	2.3	2%	3%	2	i
Cc1ccc(S(=O)(=O)N(C)C)cc1NC(=O)COC(=O)/C(=C/c1ccc(F)cc1)c1cccs1	?	-7%	10%	1.2	8%	1%	-2	i
O=C(COC(=O)c1cc(=O)[nH]c2ccccc12)NCc1cccc(Cl)c1	11	-3%	5%	0.0	-1%	-4%	4	i
O=C(Nc1ccccc1Br)c1ccccc1-c1ccccc1	7	i	-6%	-1.1	9%	2%	-8	i
CNC(=O)c1c(Cl)cnn1-c1ccc(C)cc1	4	-16%	1%	-1.1	1%	-3%	3	i
Nc1cc(Cl)ccc1Oc1ccc2ccccc2c1	-28	i	-10%	-3.8	?	3%	-21	i
CC(C)c1ccc(/C=C(\c2nc3ccccc3[nH]2)S(=O)(=O)c2ccccc2)cc1	-73*	-97%	-8%	-3.9	11%	1%	-11	i
CN(C)/C=N/c1c(C#N)cnn1-c1ccccc1	4	-10%[57.5 µM]	-2%	-0.8	7%	2%	-4	i

The list goes on:
SMILES	D3 antag	PTHR1 agonist	EPAC2 antag	CCT chaperon mod	EPAC2 agonist	Mm-Cpn inhibitor	DRD3 agonist	pAkt inh
Cc1ccc(C(=O)N2CCCCC2)cc1S(=O)(=O)N1CCCCCC1	1	i	-5%	-0.7	3%	-1%	1	i
CC(c1ccccn1)N(Cc1ccco1)C(=S)Nc1cccc(F)c1 (stereo not given)	-8	i	15%	-1.3	10%	1%	-11	i
COC(=O)CCNC(=O)Cn1cnc2sc3c(c2c1=O)CCCC3	9	-11%	-4%	1.6	2%	2%	3	i
NC(=NC(=O)c1ccccc1)N1CCOCC1	-53*	-12%[57.5 µM]	12%	-0.1	10%	-1%	-5	i
CCC(C)NC(=O)c1ccc(NC(=O)C2=C(C)OCCS2)cc1 (stereo not given)	23	-20%	-9%	-4.8	-11%	0%	-7	i
O=C(NCCC1=CCCCC1)c1ccc(Cl)c(S(=O)(=O)N2CCCCC2)c1	-22	-94%[inhibitor]	-29%	-1.5	18%	0%	-8	i
O=C(Nc1ccccc1)c1ccccc1NC(=O)C(F)(F)F	30	-30%[57.5 µM]	-3%	-1.2	-5%	1%	9	i
COc1ccc(-c2nnco2)cc1OC	-23	18%[57.5 µM]	-10%	-0.5	3%	1%	-5	i
Cc1cccc(NC(=O)c2cc3c([nH]c4ccccc43)c(C)n2)c1C	-3	i	-7%	-6.2	0%	1%	1	i
CCCCNC(=O)NNC(=O)c1ccoc1C	-1	i	18%	2.1	26%	2%	-13	i
COC(=O)CCCC(=O)Nc1c(F)c(F)c(F)c(F)c1F	9	i	19%	1.5	5%	1%	-3	i
O=C(CC1CCCC1)N1CCN(S(=O)(=O)c2cccc(Br)c2)CC1	9	-5%	10%	-0.6	1%	.	5	i
Cc1csc(NC(=O)CSc2nnc(-c3ccncc3)n2C)n1	-13	i	25%	-0.3	5%	-1%	5	i
CCOC(=O)N1CCN(C(c2ccc(Cl)cc2)c2sc3nc(C)nn3c2O)CC1 (stereo not given)	-7	i	0%	-1.5	-2%	-1%	1	i
CCCn1cc(CN2CCc3ccc(NC(=O)C4CCCO4)cc3C2)c(C)n1 (stereo not given)	7	-21%	10%	-1.4	-3%	-1%	7	i
CCOc1ccc2nc(NC(=O)CCC(=O)c3cccs3)sc2c1	?	-9%[57.5 µM]	11%	0.3	5%	1%	0	i
Cc1nnc2sc(-c3csc4c3CCCC4)nn12	13	-34%[57.5 µM]	-5%	-1.4	11%	-2%	1	i
CN(C)c1ccc(Cl)cc1N	1	-14%	2%	0.4	5%	-3%	-2	i
